MITF TRPM1 HTS: activators of MITF-driven TRPM1 promoter reporter, primary screen, cell-based, SK-MEL-5, luciferase, single point | SK-MEL-5 TRPM1-promoter luciferase, 24 h; % of positive control, neutral wells = 0 | activation, % at 12.5 µM | 300,000 compounds, 0.75% hits | AID 588334, 2011;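 active means mean activation of at least 80% with every replicate also reaching 80%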;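 further: 0% = neutral control wells and 100% = parthenolide positive control wells; values of inactives mirror those of a sister screen read the other way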
PvdQ inh: P. aeruginosa PvdQ acylase inhibitors, primary screen, biochemical, fluorescence, plate reader and imaging, single point | PvdQ acylase [Pseudomonas aeruginosa LESB58] | purified PvdQ acylase | inhibition, % at 10 µM | 340,000 compounds, 0.063% hits; in the data active means inhibition above about 30%, passing the limit was not always enough;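 further: 0% = vehicle neutral wells and 100% = reference inhibitor wells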
dFosB activator: activators of delta FosB homodimer, primary screen, biochemical, fluorescence polarization, TAMRA-CDK5 oligo, single point; Protein FosB (Mus musculus), P13346; AID 493131, 2011; 340,000 compounds, 0.99% hits; purified delta FosB; percent of positive-control signal above neutral wells; activation, % at 25 µM;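 active means mean activation above about 17%, with every replicate also reaching it, limit read from the data, passing the limit was not always enough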;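 further: fluorescence polarization rise as delta FosB binds a TAMRA Cdk5 AP-1 oligo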
CDK5 inh: inhibitors of human CDK5/p35 kinase, primary screen, biochemical, single concentration; Cyclin-dependent kinase 5 (Homo sapiens) + Cyclin-dependent kinase 5 activator 1 (Homo …; Recombinant CDK5/p35, ADP-Glo luminescence, 60 min; inhibition, % at 10 µM; 330,000 compounds, 0.01% hits;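 active means highest replicate inhibition of at least 50% and at least 75% of replicates reaching 50%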;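 further: plate controls were DMSO neutral control for no effect and GW8510 at 10 µM for full effect; many of its hits are not listed in these tables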
Target sequence (Q00535 whole entry, looked up): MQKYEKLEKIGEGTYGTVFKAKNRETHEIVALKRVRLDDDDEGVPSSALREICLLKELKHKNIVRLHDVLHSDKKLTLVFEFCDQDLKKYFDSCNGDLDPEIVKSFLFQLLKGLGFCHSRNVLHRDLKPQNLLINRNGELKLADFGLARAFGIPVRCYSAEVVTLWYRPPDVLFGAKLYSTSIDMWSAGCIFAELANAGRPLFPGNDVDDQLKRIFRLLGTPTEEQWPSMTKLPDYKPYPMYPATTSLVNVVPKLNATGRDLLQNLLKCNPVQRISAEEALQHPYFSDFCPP
Target sequence (Q15078 whole entry, looked up): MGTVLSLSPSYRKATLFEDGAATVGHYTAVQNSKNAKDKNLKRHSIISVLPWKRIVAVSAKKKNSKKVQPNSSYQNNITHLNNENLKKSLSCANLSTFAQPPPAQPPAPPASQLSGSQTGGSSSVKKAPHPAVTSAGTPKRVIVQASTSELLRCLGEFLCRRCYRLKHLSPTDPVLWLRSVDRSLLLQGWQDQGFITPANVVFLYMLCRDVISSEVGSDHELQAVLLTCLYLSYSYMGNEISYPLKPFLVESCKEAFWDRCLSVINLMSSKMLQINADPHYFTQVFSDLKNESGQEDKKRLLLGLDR
SR-BI HDL uptake: inhibitors of SR-BI mediated HDL lipid uptake, primary screen, ldlA[mSR-BI] cells, fluorescence, single point. inhibition, % at 12.5 µM. Scavenger receptor class B member 1 (Mus musculus), Q61009. 320,000 compounds, 0.96% hits. ldlA[mSR-BI] CHO cells, DiI-HDL uptake fluorescence, 3 h. AID 488896, 2010;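 active means mean replicate inhibition of at least 70% and a set share of replicates each scoring 70 or more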;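 further: 0% = median of neutral control wells and 100% = median of positive control wells; values of inactives mirror those of a sister screen read the other way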
Wnt act: Wnt/beta-catenin pathway activators, primary screen, cell-based, plate reader, single point; 300,000 compounds, 1.2% hits; AID 743398, 2014; Wnt/beta-catenin reporter cell assay, activator; activation, % at 9.35 µM; in the data active means activation above about 30%, passing the limit was not always enough;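 further: 0% = neutral control wells and 100% = positive control wells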
HTR5A ag: HTR5A agonists in luminescence cell assay, primary screen, counter-screen for OPRM1-OPRD1 heterodimer agonist project, full-deck HTS; 5-hydroxytryptamine receptor 5A (Homo sapiens), P47898; cell-based; activation, % at 9.3 µM; 340,000 compounds, 0.61% hits; AID 504692, 2011; in the data active means activation mostly above about 9.5%, no sharp cut-off; inactive means mostly below about 7.6%;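 further: 0% = cells with vehicle only and 100% = reference agonist; strong numbers were not always called active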
Target sequence (P47898 whole entry, looked up): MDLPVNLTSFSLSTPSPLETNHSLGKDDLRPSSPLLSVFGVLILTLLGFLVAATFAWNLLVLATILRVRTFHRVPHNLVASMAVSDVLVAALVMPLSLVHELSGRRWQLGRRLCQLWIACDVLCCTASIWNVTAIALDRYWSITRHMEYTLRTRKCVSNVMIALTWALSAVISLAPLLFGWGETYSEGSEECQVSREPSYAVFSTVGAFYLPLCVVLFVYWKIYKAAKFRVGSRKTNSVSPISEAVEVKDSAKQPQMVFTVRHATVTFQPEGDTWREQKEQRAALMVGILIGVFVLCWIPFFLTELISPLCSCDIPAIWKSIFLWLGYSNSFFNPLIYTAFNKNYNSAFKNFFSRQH
SR-BI DiI-HDL act: activators of SR-BI mediated DiI-HDL uptake, primary screen, ldlA[mSR-BI] CHO cells, DiI fluorescence | 3 h; 100 = double the neutral-control signal | activation, % at 12.5 µM | 320,000 compounds, 0.096% hits;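 active means mean replicate activation of at least 60% and every replicate at or above 60%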;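 further: 0% = median plate neutral-control signal and 100% = twice that signal; values of inactives mirror those of a sister screen read the other way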
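Assay system: CHO ldlA[mSR-BI] cells, LDL receptor-null, SR-BI overexpressing; medium: Ham's F12 with 0.5% BSA, HEPES 25 mM, pH 7.4; also added: DiI-HDL 10 µg/mL; timing: 3 h uptake period with compound, 37 °C; signal: DiI fluorescence, bottom read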
RTF Ca sens act: cardiac RTF calcium sensitivity activators, primary screen, biochemical, IANBD-TnC fluorescence, EC20 calcium; AID 493008, 2010; IANBD-labeled TnC RTF fluorescence at EC20 calcium; 0% EC20 calcium, 100% full calcium; activation, % at 7.2 µM; 340,000 compounds, 0.24% hits;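 active means activation above the mean over all tested compounds plus 3 SD, cut at about 30% in these data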;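 further: rise in fluorescence read as greater calcium sensitivity of cardiac thin filaments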
Rtt109 HAT inh: inhibitors of C. albicans Rtt109/Vps75 HAT, primary screen, biochemical, ThioGlo CoA-SH fluorescence, plate reader; Histone acetyltransferase RTT109 (Candida albicans (strain SC5314 / ATCC MYA-2876)), …; purified Rtt109/Vps75, 4 h; inhibition, % at 34.9 µM; 330,000 compounds, 0.16% hits; AID 540336, 2011;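 active means inhibition of at least 50% in every replicate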
Numbers without * were called inactive; . = not tested or not shown.

SMILES	MITF TRPM1 HTS	PvdQ inh	dFosB activator	CDK5 inh	SR-BI HDL uptake	Wnt act	HTR5A ag	SR-BI DiI-HDL act	RTF Ca sens act	Rtt109 HAT inh
CCOC(=O)c1c(NC(=O)CSc2nnc(CNc3ccc(C)cc3C)o2)sc(C)c1C	-0.8	-12.3	-1.0	0.7	59.7	.	6.4	-59.7	0.6	8.9
Cc1ccc(N2C(=O)c3ccc(C(=O)Nc4cccnc4)cc3C2=O)c(C)c1	-8.5	-10.6	-4.7	0.2	9.3	-0.9	6.5	-9.3	0.0	-0.8
Cc1onc(-c2ccccc2Cl)c1C(=O)c1ccccc1	.	-4.4	-4.8	-3.3	12.2	0.0	2.8	-12.2	1.2	0.4
CC(=O)O[C@@H]1C[C@H]2C(C)(C)C(=O)C=C[C@]2(C)[C@H]2CC[C@@]3(C)[C@H](c4ccoc4)OC(=O)[C@H]4O[C@]43[C@@]21C	-13.9	11.1	-2.9	0.0	-8.3	-3.9	1.4	8.3	4.0	-5.9
CC(C)(C)CC(C)(C)NCC(O)COc1c(F)cc(Br)cc1F (configuration not stated)	1.5	13.8	1.3	-0.8	-18.8	.	8.0	18.8	-1.2	2.7
COc1ccc(CCNC(=O)Nc2ccccc2[N+](=O)[O-])cc1	33.5	-12.0	-7.4	0.3	3.4	-2.0	.	-3.4	.	-3.0
Cc1sc2ncn(CC(=O)NCCCC(=O)N(C)Cc3ccccc3)c(=O)c2c1C	-8.8	-9.4	-9.1	-1.1	.	-1.4	2.5	.	0.0	-1.0
Cc1nc(C)c(CCNC(=O)c2cccc(Cl)c2)s1	11.2	-0.7	6.2	-0.8	23.3	.	-2.9	-23.3	1.8	3.7
OCC[C@@H]1C[C@@H](O)[C@H](O)[C@]2(OCCc3ccccc32)O1	2.1	-1.9	0.9	-3.3	-10.9	0.5	-0.8	10.9	3.5	-7.5
CSc1cccc(NC(=O)C2CCCN(S(=O)(=O)c3cccs3)C2)c1 (configuration not stated)	6.6	-9.1	-0.5	-1.0	.	-3.0	2.0	.	0.5	-0.6
CC(=O)Nc1ccc(OCC(O)Cn2c(C(C)C)nc3ccccc32)cc1 (configuration not stated)	3.1	8.7	-5.8	0.9	7.1	-1.0	0.8	-7.1	-2.0	43.5
Cc1ccc(C(=O)/C=C/c2ccc3c(c2)OCO3)o1	19.8	2.3	-8.5	-0.9	9.3	11.3	-4.0	-9.3	5.4	7.5
O=C(CSc1n[nH]c(-c2ccco2)n1)Nc1ccc(F)cc1	-12.8	-3.9	-0.8	1.4	.	-1.4	3.8	.	-6.7	-0.5
CCOc1cccc(-c2nnc3sc(-c4cc(OC)c(OC)c(OC)c4)nn23)c1	5.3	-7.1	6.4	0.0	18.7	.	3.1	-18.7	1.0	0.0
CC1CCN(C(=O)CC(NC(=O)c2ccccc2Cl)c2ccccc2)CC1 (configuration not stated)	-2.7	4.8	-13.0	-0.1	5.3	-2.2	-3.5	-5.3	-1.2	1.4
O=C(C1CC1)N(CCN(Cc1ccccc1)C(=O)C1CC1)Cc1ccccc1	5.8	-16.5	-5.6	1.3	-28.1	-2.6	0.4	28.1	3.7	-1.9
O=C(NCCCc1ccccc1)c1ccccc1O	44.4	-5.1	5.0	-1.8	-24.6	6.8	-4.6	24.6	4.5	3.7
COC(=O)c1cc(S(=O)(=O)NCC2CCN(Cc3ccc(F)cc3)CC2)c[nH]1	-2.9	9.8	3.2	-0.7	-9.0	-4.2	-1.0	9.0	-5.5	8.4
CCc1c(C)sc(NC(=O)c2cc(-c3ccco3)on2)c1C#N	-3.1	-5.1	-10.4	-1.5	13.7	.	-2.4	-13.7	5.4	-3.5
O=C1C2C3C=CC(C3)C2C(=O)N1c1ccc(S(=O)(=O)Nc2nccs2)cc1 (configuration not stated)	-2.3	-8.6	5.5	-1.5	-8.8	0.4	4.7	8.8	4.5	4.3
N#CCC(=O)Nc1ccc(C(=O)OCC(=O)NC(=O)Nc2ccc3c(c2)OCCO3)cc1	58.2	-13.5	-1.6	1.5	39.7	29.2	5.8	-39.7	-2.3	-2.0
NS(=O)(=O)c1ccc(Nc2nc(-c3cccnc3)cs2)cc1	.	-4.8	2.8	-0.4	-1.2	-0.8	0.7	1.2	-4.8	0.3
O=C1NC(=S)/C(=C\c2ccc(-c3ccccc3Cl)o2)S1	-0.2	4.9	3.8	-1.3	-22.8	1.8	-0.6	22.8	17.9	1.9
COc1ccc(NC(=O)C(NC(=O)Cc2cccs2)c2ccccc2)cc1 (configuration not stated)	-4.7	-10.3	13.8	-1.2	-1.5	-8.1	2.6	1.5	0.9	-20.3
CCN(CC)CCN(C(=O)c1ccc2c(c1)OCCO2)c1nc2ccc(C)cc2s1	46.7	1.3	9.8	1.7	-7.7	12.9	3.9	7.7	-1.1	13.3
COc1ccc(NC(=O)c2cccnc2)cc1	6.2	5.8	-6.7	0.4	-20.9	1.3	0.3	20.9	1.2	1.0
CCOc1ncccc1C(=O)OCC(=O)c1ccc(C)c(C)c1	33.7	-11.5	-7.4	1.2	-18.8	1.7	-1.8	18.8	8.2	-11.2
O=C(CC1C(=O)NCCN1Cc1ccc(F)c(F)c1)NCCCn1ccnc1 (configuration not stated)	7.3	-0.3	2.5	2.1	-13.3	-1.4	0.9	13.3	1.8	-1.0
CCCCCCCC(=O)OC(CN1CCCCC1)CN1CCCC1=O (configuration not stated)	-2.4	-7.9	0.6	-1.3	10.2	-0.4	1.2	-10.2	6.6	2.7
O=C(Nc1ccccc1)Nc1cccc(Cl)c1Cl	8.8	-6.0	0.2	-0.1	10.9	.	10.8	-10.9	4.0	3.6

Limited to MITF TRPM1 HTS, for some of the entries so far:
smiles	MITF TRPM1 HTS
O=C1NC(=S)/C(=C\c2ccc(-c3ccccc3Cl)o2)S1	-0.2
COc1ccc(NC(=O)C(NC(=O)Cc2cccs2)c2ccccc2)cc1 (configuration not stated)	-4.7

(continued)
SMILES	MITF TRPM1 HTS	PvdQ inh	dFosB activator	CDK5 inh	SR-BI HDL uptake	Wnt act	HTR5A ag	SR-BI DiI-HDL act	RTF Ca sens act	Rtt109 HAT inh
CCCCCCc1c(C)nc(-n2[nH]c(C)c(CCO)c2=O)[nH]c1=O	-4.8	-13.9	2.9	-1.3	-3.5	-8.5	-4.8	3.5	-0.3	4.0
Cc1cc(C(=O)COC(=O)c2ccc([N+](=O)[O-])o2)c(C)n1CC1CCCO1 (configuration not stated)	16.5	-14.0	-6.7	-0.7	-22.5	2.7	1.8	22.4	1.8	-9.2
COc1ccc(C(=O)C2CCN(C(=O)Nc3ccccc3C)CC2)cc1	10.9	-3.9	-8.1	-0.6	.	1.0	0.8	.	-11.5	7.3
O=[N+]([O-])c1cccc(S(=O)(=O)Nc2ccc(S(=O)(=O)NCC3CCCO3)cc2)c1 (configuration not stated)	-1.2	-8.0	-11.2	-1.3	-19.7	0.4	2.1	19.7	1.1	0.1
CCC(C)NC(=O)c1cc(S(=O)(=O)N2CCCCC2)c[nH]1 (configuration not stated)	11.4	-2.8	0.9	-0.2	-15.0	-4.5	-0.1	15.0	4.4	8.1
CCN(CCCNC(=O)c1[nH]c(C)c(C(C)=O)c1C)c1ccccc1	7.2	-9.4	-13.8	0.2	34.2	.	0.4	-34.2	-2.8	12.4
Cc1[nH]nc(N2CCCCC2)c1[N+](=O)[O-]	0.1	-5.4	1.9	2.0	1.0	-2.0	-3.4	-1.0	-3.3	-5.9
CC1CCCC(NC(=O)c2cccc(S(=O)(=O)N3CCCCC3)c2)C1C (configuration not stated)	-4.6	-10.2	-6.9	2.6	9.7	-0.1	-0.7	-9.7	-0.7	-5.8
CCNC(=O)CCn1nc(-c2ccc(Cl)cc2)c2ccccc2c1=O	-9.3	-6.2	-12.7	0.3	14.9	-2.9	-0.1	-14.9	2.8	2.8
CCC(c1nnc(SCC(=O)Nc2ccc(Cl)cc2C(F)(F)F)n1C1CCCCC1)N(C)C (configuration not stated)	3.8	2.1	-7.2	-0.5	2.5	.	-1.7	-2.5	1.8	17.0
CNC(=O)c1ncnnc1N(C)C(=O)NCc1ccccc1	.	-2.9	-12.8	-2.0	-6.9	-2.0	4.1	6.9	5.0	9.8
CC1=C(OC(=O)c2ccccc2)C(C)(C)C(c2ccccc2)OC1=O (configuration not stated)	11.2	-6.7	-4.0	0.5	-15.9	.	-2.1	15.9	-4.2	-3.9
COc1ccc(NC(=O)C2(N(C(=O)Cn3nnnc3N)c3ccc(OC)cc3)CCCCC2)cc1	-6.2	-12.2	-16.0	0.4	-5.0	1.8	-1.1	5.0	4.0	-1.7
CC1=CC(C)(C)N(S(=O)(=O)c2ccc(C)cc2)c2ccccc21	-26.2	-13.8	-11.6	1.4	2.5	.	8.5	-2.5	-5.9	10.7
CC(OC(=O)c1cccc(N2C(=O)c3ccccc3C2=O)c1)C(=O)Nc1ccc(N(C)C)cc1 (configuration not stated)	-8.6	-6.1	4.9	-5.5	21.4	0.0	-3.7	-21.4	2.1	-3.9
Nn1c(SCc2nc3ccccc3[nH]2)nnc1-c1ccccc1	.	0.0	-2.5	-0.2	-2.3	.	1.9	2.3	-2.7	8.8
CC1Cc2ccccc2N1CC(=O)NC(=O)NC1CCCC1 (configuration not stated)	2.6	-0.2	-4.6	1.0	-6.3	-0.6	-1.6	6.3	-0.4	-5.6
COC(=O)[C@H]1[C@H]2C[C@@H]3c4[nH]c5cc(OC)ccc5c4CCN3C[C@H]2C[C@@H](OC(=O)/C=C/c2cc(OC)c(OC)c(OC)c2)[C@@H]1OC	-13.3	-3.4	13.9	-0.1	59.8	-5.2	2.7	-59.8	8.2	4.8
Cn1nc(C(F)(F)F)c(-c2ccccc2)c1NC(=O)CSCC(=O)O	-4.6	1.1	-2.6	-1.0	-13.1	-0.9	4.4	13.1	6.5	-3.3
CC1CCCN(C(=O)c2ccccc2OC2CCN(S(C)(=O)=O)CC2)C1 (configuration not stated)	8.3	8.0	-2.1	-0.6	-19.6	-0.5	6.5	19.5	3.3	-6.1
Cc1ccc(S(=O)(=O)NNC(=O)CCC(=O)Nc2ccccc2)cc1	10.4	-2.5	-3.8	1.4	-15.5	-0.9	2.8	15.5	-2.0	-0.6
COc1cc(O)c(C(CCN2CCCC(C)C2)c2ccc3c(c2)OCO3)c(OC)c1 (configuration not stated)	9.5	-11.5	-2.0	2.7	-24.8	-1.7	2.4	24.8	2.9	1.0

Source: PubChem BioAssay (several laboratories)
